Wnt act = Wnt/beta-catenin pathway activators, primary screen, cell-based, plate reader, single point; Wnt/beta-catenin reporter cell assay, activator; activation, % at 9.35 µM; hit rate 1.2% among 300,000; AID 743398, 2014; in the data active means activation above about 30%, passing the limit was not always enough; inconclusive means no clear call, values can overlap the other calls;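 further: 0% = neutral control wells and 100% = positive control wells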
E coli growth = E. coli V3065 growth inhibition, primary screen, counter-screen for AddAB inhibitor project, absorbance, OD600 | 18 h | AID 449728, 2010 | hit rate 0.27% among 330,000 | inhibition, % at 11.9 µM;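 active means inhibition above the campaign's mean inhibition across all tested compounds plus 3 SD, cut at about 9.9% in these data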;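 further: uninfected addAB+ strain grown without phage in ampicillin broth; 0% = DMSO wells and 100% = ciprofloxacin 0.95 µg/ml wells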
AddAB inh = growth inhibition of E. coli expressing H. pylori AddAB, primary screen, AddAB inhibitor project, absorbance; inhibition, % at 11.9 µM; hit rate 0.29% among 330,000; AID 435030, 2010; in the data active means inhibition above about 12%;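 further: 0% = vehicle wells of infected cells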
SR-BI uptake up = activators of SR-BI mediated DiI-HDL uptake, primary screen, ldlA[mSR-BI] CHO cells, DiI fluorescence. 3 h; 100 = double the neutral-control signal. activation, % at 12.5 µM. hit rate 0.096% among 320,000. AID 504775, 2011;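 active means mean replicate activation of at least 60% and every replicate at or above 60%; inconclusive means mean or all-replicate condition met, but not both; inactive means mean below 60% and not all replicates reaching 60%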;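 further: 0% = median plate neutral-control signal and 100% = twice that signal; values of inactives mirror those of a sister screen read the other way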
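Test system: SR-BI-overexpressing, LDLR-lacking CHO cells. Measured by: DiI fluorescence, bottom read. Medium: Ham's F12 with 0.5% BSA, HEPES 25 mM, pH 7.4. Timing: 3 h uptake period with compound, 37 °C.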
CAL PDZ FP-1 = untagged CAL PDZ binding inhibitors, primary screen, biochemical, fluorescence polarization, HTS; Golgi-associated PDZ and coiled-coil motif-containing protein (Homo sapiens), Q9HD26; purified CAL PDZ, TMR-peptide fluorescence polarization, 1 h; inhibition, % at 24.9 µM; hit rate 0.92% among 300,000; AID 602252, 2012;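 active means mean inhibition of at least 30% with at least half of replicates also reaching 30%; inconclusive means no clear call, values can overlap the other calls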;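 further: 0% = DMSO neutral control and 100% = excess unlabeled competitor peptide PRC23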
Tat transport = E. coli Tat export inhibitors, primary screen, MC4100, TorA-mCherry reporter, fluorescence, single point; inhibition, % at 10 µM; hit rate 0.036% among 340,000; AID 488895, 2010;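 active means mean replicate inhibition at least 50% and at least half of replicates individually reaching 50%; inconclusive means only one of the two criteria met; inactive means neither criterion met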;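 further: exported cargo escapes ClpAP degradation while cytoplasmic cargo is degraded and loses fluorescence; 0% = median of neutral control wells and 100% = median of NaSCN control wells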
phage Ecoli inh = growth loss of phage-infected E. coli, primary screen, RecBCD inhibitor project, absorbance, with phage, HTS; inhibition, % at 11.9 µM; hit rate 0.26% among 360,000; AID 651602, 2012; in the data active means inhibition above about 11%
CAL PDZ FP-2 = CAL PDZ peptide-binding inhibitors, primary screen, biochemical, fluorescence polarization, Cer-tagged CAL PDZ, HTS. Golgi-associated PDZ and coiled-coil motif-containing protein (Homo sapiens), Q9HD26. purified CAL PDZ, TMR-peptide fluorescence polarization, 1 h. inhibition, % at 20 µM. hit rate 0.02% among 330,000. AID 504414, 2011;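 active means highest replicate inhibition of at least 40%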;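 further: plate controls were DMSO neutral control wells for no effect and unlabeled competitor peptide control wells for full effect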
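material = purified tagged CAL PDZ domain construct (CerCALP) | buffer or medium = sodium phosphate/NaCl buffer pH 7.4 with TCEP, IgG, Thesit | reagent = TMR-labelled reporter peptide T*-PRC34 bound in PDZ groove | incubation = 1 h room-temperature incubation prior to read | measured by = fluorescence polarization (mP) | evaluation = percent inhibition from loss of millipolarization | control set = unlabelled peptide and DMSO controls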
MITF TRPM1 HTS = activators of MITF-driven TRPM1 promoter reporter, primary screen, cell-based, SK-MEL-5, luciferase, single point | SK-MEL-5 TRPM1-promoter luciferase, 24 h; % of positive control, neutral wells = 0 | activation, % at 12.5 µM | hit rate 0.75% among 300,000 | AID 588334, 2011;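 active means mean activation of at least 80% with every replicate also reaching 80%; inconclusive means mean reaches 80% but some replicate falls short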;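 further: 0% = neutral control wells and 100% = parthenolide positive control wells; values of inactives mirror those of a sister screen read the other way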
SR-BI HDL uptake = inhibitors of SR-BI mediated HDL lipid uptake, primary screen, ldlA[mSR-BI] cells, fluorescence, single point. Scavenger receptor class B member 1 (Mus musculus), Q61009. ldlA[mSR-BI] CHO cells, DiI-HDL uptake fluorescence, 3 h. inhibition, % at 12.5 µM. hit rate 0.96% among 320,000;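 active means mean replicate inhibition of at least 70% and a set share of replicates each scoring 70 or more; inconclusive means meets just one of the two criteria; inactive means fails both criteria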;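 further: 0% = median of neutral control wells and 100% = median of positive control wells; values of inactives mirror those of a sister screen read the other way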
Target sequence (Q61009 whole entry, looked up): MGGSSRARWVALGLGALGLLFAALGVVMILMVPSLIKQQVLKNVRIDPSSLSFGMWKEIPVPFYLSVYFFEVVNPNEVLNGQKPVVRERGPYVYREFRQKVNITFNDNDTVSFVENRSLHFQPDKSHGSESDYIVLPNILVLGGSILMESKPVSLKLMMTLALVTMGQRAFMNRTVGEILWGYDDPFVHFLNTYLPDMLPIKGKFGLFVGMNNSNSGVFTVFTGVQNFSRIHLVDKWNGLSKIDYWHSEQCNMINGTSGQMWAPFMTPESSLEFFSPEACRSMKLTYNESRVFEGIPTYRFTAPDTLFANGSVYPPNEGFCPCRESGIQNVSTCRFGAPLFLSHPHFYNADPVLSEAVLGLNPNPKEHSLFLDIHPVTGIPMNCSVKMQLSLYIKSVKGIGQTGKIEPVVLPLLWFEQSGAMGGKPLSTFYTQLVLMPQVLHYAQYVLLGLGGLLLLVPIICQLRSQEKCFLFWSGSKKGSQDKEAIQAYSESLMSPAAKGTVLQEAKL
* = called active by the depositor; ? = inconclusive; · = not tested or not shown.

item	Structure	Wnt act	E coli growth	AddAB inh	SR-BI uptake up	CAL PDZ FP-1	Tat transport	phage Ecoli inh	CAL PDZ FP-2	MITF TRPM1 HTS	SR-BI HDL uptake
1	CCC(C)NCC(=O)Nc1cc(S(=O)(=O)N(CC)c2ccccc2)ccc1Cl (centres undefined)	·	0.5	0.7	-72	-2	2	1.7	-1.8	11	72*
2	CCn1c(SCC(=O)Nc2cc(C)nn2-c2ccccc2)nnc1-c1cccs1	0	-0.7	1.8	-3	-5	-4	1.9	-0.9	·	3
3	Cc1ccc2[nH]c(CCN(C)C)c(CC#N)c2c1	·	-0.2	0.8	29	·	-4	3.1	-0.6	-3	-29
4	Cc1ccc2c(c1)nnn2C1CCN(CC(=O)c2ccc(Cl)cc2)CC1	·	-2.2	-0.3	-19	0	-4	1.8	-3.1	·	19
5	Cc1c(C(=O)N(C)C)c2cc(Cl)ccc2n1O	-2	0.2	3.8	-4	-4	6	4.7	-2.1	-1	4
6	CCOC(=O)CNC(=O)CSc1nccn1Cc1ccco1	-1	-3.3	-1.8	19	-4	1	-2.0	4.5	15	-19
7	Cc1onc(-c2ccccc2Cl)c1C(=O)Nc1ccc(Br)cc1	-1	1.3	5.9	-24	-6	-1	2.5	-3.4	3	24
8	O=c1oc(-c2cccs2)nc2c1cnn2-c1ccccc1	·	0.2	1.2	-4	-3	8	0.7	-1.0	-15	4
9	Cc1ccc(Nc2cc(C)nc3ccc(C)cc23)cc1	-1	1.1	4.4	9	-6	-1	3.6	-3.0	·	-9
10	Cc1cccc(N2CCN(C(=O)c3ccc4nc(-c5ccco5)c(-c5ccco5)nc4c3)CC2C)c1 (centres undefined)	·	-1.4	1.4	-26	-4	8	2.6	-4.7	·	26
11	CNC(=O)CN(c1cc(C)ccc1C)S(C)(=O)=O	·	1.4	0.9	-4	-4	3	0.2	0.7	7	4
12	CC(=O)Nc1ccc(CN2CCCC(C(=O)c3ccc(C(F)(F)F)cc3)C2)cc1 (centres undefined)	0	1.4	3.9	14	-3	2	4.4	-1.2	-4	-14
13	CCOC(=O)C1CCN(Cc2nnc(-c3cccc(Br)c3)o2)CC1	1	-3.8	0.0	9	-7	5	1.5	-1.0	-6	-9
14	Cc1cc(Cl)c(OCCOCCN2CCCC(C)C2)c(Br)c1 (centres undefined)	-2	0.0	0.9	3	-4	-13	2.5	0.2	14	-3
15	CCOC(=O)c1sc(=NC(=O)c2ccc(Cl)s2)n(C)c1C	8	1.1	1.0	-10	1	3	0.5	-0.6	54	10
16	CC1(C)CC(=O)C=C(NCCN2CCN(C(=S)NC3CCCCC3)CC2)C1	2	-2.0	1.5	18	-2	12	2.5	-0.2	·	-18
17	CC(=O)N1CCCc2ccc(NS(=O)(=O)c3ccccc3)cc21	-2	2.8	1.6	8	·	16	0.7	0.5	-7	-8
18	Cn1c(=O)[nH]c(=O)c2c1nc(Br)n2CCSc1ncccn1	·	0.1	4.1	14	-1	6	2.0	0.5	-1	-14
19	Cc1oc(-c2ccccc2Cl)nc1CS(=O)CC(=O)NCc1ccc(Cl)cc1 (centres undefined)	4	-3.1	-0.2	-7	1	6	-0.2	-1.7	9	7
20	COc1cccc(NC(=O)c2sc3nc(N4CCOCC4)c4c(c3c2N)CCCC4)c1	17	0.7	2.1	-72	-3	-3	2.2	-1.3	64	?
21	Cn1c(=O)nc2n(Cc3ccccc3)c3cccc(Cl)c3cc-2c1=O	·	0.6	-1.3	-7	-2	4	0.5	-2.2	-1	7
22	COc1ccc(CN(C(=O)c2ccc(C)cc2)C2CCS(=O)(=O)C2)cc1 (centres undefined)	5	-0.1	-2.3	7	-4	-2	1.2	-2.1	1	-7
23	O=C(CCc1ccc(S(=O)(=O)N2CCOCC2)cc1)Nc1ccccc1F	-2	-1.6	-0.2	16	·	0	2.1	0.0	11	-16
24	Cc1cc(C)c(NC(=O)C2CCCN2CCO)c(C)c1 (centres undefined)	·	-0.1	-0.9	33	1	1	-0.2	0.9	·	-33
25	COc1ccccc1CC1(C)NC(=O)N(CC(=O)Nc2cc(C)on2)C1=O (centres undefined)	-1	1.1	-0.7	28	-1	0	0.9	0.1	-5	-28
26	Cc1ccc(C2C3=C(CC(C)(C)CC3=O)N=C3c4ccccc4C(=O)C32)cc1 (centres undefined)	-3	0.5	2.7	-5	-1	-13	0.3	2.3	1	5
27	COc1ccc(O)c(/C=N/NS(=O)(=O)c2ccc(C)cc2)c1	2	-0.6	0.8	-4	-4	6	1.5	·	7	4
28	COc1ccc(-c2[nH]ncc2-c2nc(C)cs2)c(O)c1	0	0.3	1.1	8	-5	2	2.5	-1.6	2	-8
29	COc1ccc(CCNC(=O)COc2ccc([N+](=O)[O-])cc2)cc1	0	0.7	5.0	27	-3	-3	0.5	-3.5	-3	-27
30	Cc1ccc(Cn2c(=O)n(-c3ccccc3)c(=O)c3ccc(C(=O)NCc4ccco4)cc32)cc1	-4	0.3	2.5	8	·	17	1.5	0.0	-3	-8
31	CCOC(=O)c1c(NC(=O)c2cc3n(n2)C(C(F)(F)F)CC(c2ccccc2)N3)sc(C)c1C (centres undefined)	-2	-1.0	0.2	-24	-4	-1	4.3	-2.2	13	24
32	C[C@H](CO)N1C[C@H](C)[C@@H](CN(C)Cc2ccc(-c3ccccc3)cc2)Oc2ccc(NC(=O)Cn3cnnn3)cc2C1=O	-1	-3.6	0.5	-3	-4	9	-0.4	0.6	-1	3
33	O=C(OCC(=O)N1CCC(Cc2ccccc2)CC1)c1cncc(Br)c1	2	0.7	2.2	·	0	0	2.3	-2.8	-5	-13
34	C#Cc1ccc([C@@H]2C=C(C(=O)OCC=C)O[C@H](OCCCCO)C2)cc1	0	0.7	5.2	-17	-1	-5	0.8	-0.9	4	17
35	COc1ccc(C(=O)NCC(c2cccs2)N2CCc3ccccc32)c(OC)c1 (centres undefined)	-2	-0.1	-0.6	-18	8	-7	4.0	-2.5	-2	18
36	O=C(O)Cc1ccc(NC(=O)Nc2cccc3ccccc23)cc1	-1	0.2	5.5	-2	-3	6	2.6	-1.3	9	2
37	C=CCn1cc(/C=C2\SC(N3CCOCC3)=NC2=O)c2ccccc21	4	1.9	2.1	·	·	·	2.4	·	·	·
38	O=C(CNC(=O)c1ccccc1Br)N/N=C/c1ccc(O)cc1	0	-4.6	-2.4	-1	3	2	0.3	·	-3	1
39	O=C(CCCCCN1C(=O)CCC1=O)Nc1ccc(Br)cc1F	0	1.2	3.4	14	-3	0	2.6	·	8	-14
40	COc1ccc(NC(=O)C#Cc2ccccc2)cc1OC	1	-0.6	1.6	-50	0	36	-0.1	-0.8	·	50
41	CCc1ccc(CNc2ccc3c(c2)ncn3C)cc1	?	-0.2	-2.0	-2	-3	12	5.5	-2.3	71	2
42	COc1ccc(S(=O)(=O)NC(C)C(=O)NCc2ccccn2)cc1Cl (centres undefined)	0	0.9	1.1	7	-4	6	-0.7	0.3	-5	-7
43	COc1ccccc1-c1cnnc(N/N=C/c2ccc(-c3cccc(Br)c3)o2)n1	-6	-1.9	-1.9	-27	0	1	1.4	-1.1	·	27
44	COc1ccc([C@H]2CC(=O)C=C(c3ccc(Oc4ccccc4)cc3)C2)cc1OC	1	-1.1	2.4	-36	1	1	-1.8	-5.0	1	36
45	Cc1ccc(Nc2ncc(C(=O)NCCCN3CCN(C)CC3)c3ccccc23)cc1Cl	-2	-0.1	1.5	-1	-4	-1	2.8	-2.6	16	1
46	COCCCNC(=O)Cn1cc(/C=C(\C#N)C(=O)NC2CC2)c2ccccc21	2	-1.7	0.2	38	-5	-1	1.5	-1.0	-5	-38
47	Cn1c(COc2ccccc2)nnc1SCC(=O)NCc1ccccc1	1	0.3	1.0	3	-4	4	1.2	-1.1	-2	-3
48	CC1(C)CC2CC(C)(CN2S(=O)(=O)c2cccc(C(=O)OCC(=O)NC(N)=O)c2)C1 (centres undefined)	3	2.0	0.9	15	-1	0	-3.2	-0.4	-2	-15
49	CCOc1ccccc1Nc1nnc(SCC(=O)N(C)C2CCS(=O)(=O)C2)s1 (centres undefined)	-3	-4.1	-2.9	-75	·	17	1.8	0.3	4	75*
50	Fc1ccc2nc(Nc3nc4c(s3)CCCC4)sc2c1	-5	-3.5	1.1	-38	-4	5	2.9	-1.3	22	38
51	Cc1cccc(NS(=O)(=O)c2cc3c4c(c2)CC(=O)N4CCC3)c1C	-2	1.5	2.9	-7	-3	2	-0.5	-3.0	-5	7
52	CS(=O)(=O)N(Cc1ccc(C(=O)NC2CCCC2)cc1)c1ccccc1	-3	1.2	-1.5	-32	-3	8	1.2	-7.3	2	32

No enrichment for hits; any-hit rate near 3.6%.
